Screening results (PubChem)
SR-BI HDL uptake: blocks mouse SR-BI lipid uptake from DiI-HDL. ldlA[mSR-BI] CHO cells, DiI-HDL uptake fluorescence, 3 h. Q61009. inhibition, % at 12.5 µM. 320,000 compounds, 0.96% hits;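 active = mean replicate inhibition of at least 70% and a set share of replicates each scoring 70 or more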;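 also: 0% = median of neutral control wells and 100% = median of positive control wells; values of inactives mirror those of a sister screen read the other way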
CDK5 inh: blocks human CDK5/p35 kinase activity | Recombinant CDK5/p35, ADP-Glo luminescence, 60 min | inhibition, % at 10 µM | 330,000 compounds, 0.01% hits;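 active = highest replicate inhibition of at least 50% and at least 75% of replicates reaching 50%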;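 also: plate controls were DMSO neutral control for no effect and GW8510 at 10 µM for full effect; many of its hits are not listed in these tables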
RTF Ca sens act: cardiac RTF calcium sensitization | IANBD-labeled TnC RTF fluorescence at EC20 calcium; 0% EC20 calcium, 100% full calcium | activation, % at 7.2 µM | 340,000 compounds, 0.24% hits;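 active = activation above the mean over all tested compounds plus 3 SD, cut at about 30% in these data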;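 also: rise in fluorescence read as greater calcium sensitivity of cardiac thin filaments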
Rtt109 HAT inh: blocks Candida albicans Rtt109/Vps75 acetyltransferase activity; Q5AAJ8; purified Rtt109/Vps75, ThioGlo CoA-SH fluorescence, 4 h; inhibition, % at 34.9 µM; 330,000 compounds, 0.16% hits; AID 540336;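 active = inhibition of at least 50% in every replicate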
Target sequence (Q5AAJ8 whole entry, looked up): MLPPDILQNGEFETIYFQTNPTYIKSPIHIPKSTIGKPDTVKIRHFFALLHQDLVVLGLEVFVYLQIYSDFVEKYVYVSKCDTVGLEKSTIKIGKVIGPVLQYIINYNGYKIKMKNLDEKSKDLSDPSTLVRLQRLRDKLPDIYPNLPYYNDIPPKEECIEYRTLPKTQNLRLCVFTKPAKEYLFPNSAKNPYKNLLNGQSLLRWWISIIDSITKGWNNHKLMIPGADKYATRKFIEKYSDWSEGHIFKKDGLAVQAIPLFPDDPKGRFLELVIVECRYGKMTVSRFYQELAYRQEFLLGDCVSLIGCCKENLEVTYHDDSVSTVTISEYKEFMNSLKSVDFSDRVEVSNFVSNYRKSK
MITF act: MITF TRPM1 promoter activation in melanoma cells. SK-MEL-5 TRPM1-promoter luciferase, 24 h; % of positive control, neutral wells = 0. activation, % at 12.5 µM. 300,000 compounds, 0.75% hits. AID 588334;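 active = mean activation of at least 80% with every replicate also reaching 80%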;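 also: 0% = neutral control wells and 100% = parthenolide positive control wells; values of inactives mirror those of a sister screen read the other way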
HTR5A ag: HTR5A agonism, opioid heterodimer counter-screen; P47898; HTR5A agonist assay, luminescence, cell-based; activation, % at 9.3 µM; 340,000 compounds, 0.61% hits; AID 504692; in the data active = activation mostly above about 9.5%, no sharp cut-off; inactive = mostly below about 7.6%;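 also: 0% = cells with vehicle only and 100% = reference agonist; strong numbers were not always called active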
Target sequence (P47898 whole entry, looked up): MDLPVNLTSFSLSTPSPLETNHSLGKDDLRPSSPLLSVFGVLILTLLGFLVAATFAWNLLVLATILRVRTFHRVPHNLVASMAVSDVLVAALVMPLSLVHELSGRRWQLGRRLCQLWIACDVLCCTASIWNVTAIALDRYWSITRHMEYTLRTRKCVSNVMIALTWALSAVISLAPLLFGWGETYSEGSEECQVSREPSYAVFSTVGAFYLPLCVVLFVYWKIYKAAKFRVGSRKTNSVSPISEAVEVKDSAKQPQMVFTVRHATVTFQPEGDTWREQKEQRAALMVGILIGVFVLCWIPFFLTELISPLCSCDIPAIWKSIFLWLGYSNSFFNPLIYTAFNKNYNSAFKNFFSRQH
PvdQ inh: blocks Pseudomonas aeruginosa PvdQ acylase activity | AID 488965 | inhibition, % at 10 µM | purified PvdQ acylase, fluorescence plate reader | 340,000 compounds, 0.063% hits; in the data active = inhibition above about 30%, passing the limit was not always enough;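 also: 0% = vehicle neutral wells and 100% = reference inhibitor wells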
dFosB act: activators of mouse delta FosB homodimer; purified delta FosB, TAMRA-CDK5 oligo fluorescence polarization; percent of positive-control signal above neutral wells; P13346; activation, % at 25 µM; 340,000 compounds, 0.99% hits; AID 493131;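 active = mean activation above about 17%, with every replicate also reaching it, limit read from the data, passing the limit was not always enough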;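 also: fluorescence polarization rise as delta FosB binds a TAMRA Cdk5 AP-1 oligo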
Target sequence (P13346 whole entry, looked up): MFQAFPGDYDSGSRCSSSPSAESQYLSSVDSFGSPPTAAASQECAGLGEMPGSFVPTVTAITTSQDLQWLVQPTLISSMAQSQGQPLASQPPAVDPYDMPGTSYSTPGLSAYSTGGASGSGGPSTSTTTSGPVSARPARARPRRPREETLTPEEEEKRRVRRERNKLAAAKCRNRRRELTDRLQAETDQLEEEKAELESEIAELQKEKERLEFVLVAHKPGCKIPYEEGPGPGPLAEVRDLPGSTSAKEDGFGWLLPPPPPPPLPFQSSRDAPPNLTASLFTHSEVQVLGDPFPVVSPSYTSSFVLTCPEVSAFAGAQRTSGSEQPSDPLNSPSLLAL
SR-BI uptake up: enhances SR-BI lipid uptake from DiI-HDL. activation, % at 12.5 µM. CHO ldlA[mSR-BI] cells, DiI-HDL uptake fluorescence, 3 h; 100 = double the neutral-control signal. 320,000 compounds, 0.096% hits;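 active = mean replicate activation of at least 60% and every replicate at or above 60%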;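 also: 0% = median plate neutral-control signal and 100% = twice that signal; values of inactives mirror those of a sister screen read the other way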
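Assay system: CHO ldlA[mSR-BI] cells, LDL receptor-null, SR-BI overexpressing; medium: Ham's F12 with 0.5% BSA, HEPES 25 mM, pH 7.4; also added: DiI-HDL 10 µg/mL; timing: 3 h uptake period with compound, 37 °C; signal: DiI fluorescence, bottom read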
Wnt act: Wnt/beta-catenin pathway activation | activation, % at 9.35 µM | Wnt/beta-catenin reporter cell assay, activator, plate reader | AID 743398 | 300,000 compounds, 1.2% hits; in the data active = activation above about 30%, passing the limit was not always enough;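 also: 0% = neutral control wells and 100% = positive control wells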
Numbers without * were called inactive.

Results for CCn1c(NCCCO)nc2c(c1=O)C(C)(CC)Cc1ccccc1-2 (stereo not drawn) ?
SR-BI HDL uptake: 22; CDK5 inh: -1.6; RTF Ca sens act: -4; Rtt109 HAT inh: 3; MITF act: -7; HTR5A ag: 7; PvdQ inh: -16; dFosB act: -10; SR-BI uptake up: -22; Wnt act: -3

Results for Cc1ccc(N=Cc2nc(-c3ccc(C)cc3)oc2O)cc1 ?
SR-BI HDL uptake: -6; CDK5 inh: 4.5; RTF Ca sens act: 7; Rtt109 HAT inh: -17; MITF act: 16; HTR5A ag: 1; PvdQ inh: 2; dFosB act: -8; SR-BI uptake up: 6; Wnt act: 0

What do the screens show for `O=C(c1cc(-c2ccccc2)nn1CC1CC(c2cccnc2)=NO1)N1CCOCC1` (stereo not drawn)?
SR-BI HDL uptake: 29; CDK5 inh: 0.9; RTF Ca sens act: -2; Rtt109 HAT inh: 5; MITF act: -3; HTR5A ag: 2; PvdQ inh: -12; dFosB act: -2; SR-BI uptake up: -29; Wnt act: -2

How did CC1CN(C2CCCCC2)c2nc3c(c(=O)n(C)c(=O)n3C)n2C1 (stereo not drawn) do in these assays?
SR-BI HDL uptake: 16; CDK5 inh: -0.1; RTF Ca sens act: -1; Rtt109 HAT inh: -3; MITF act: 2; HTR5A ag: 2; PvdQ inh: -1; dFosB act: -5; SR-BI uptake up: -16; Wnt act: -6

How did CCOC(=O)C1(Cc2ccccc2C(F)(F)F)CCN(CCCn2cccn2)CC1 do in these assays?
SR-BI HDL uptake: -8; CDK5 inh: -0.2; RTF Ca sens act: -5; Rtt109 HAT inh: 4; MITF act: 6; HTR5A ag: 0; PvdQ inh: -8; dFosB act: 0; SR-BI uptake up: 8; Wnt act: -3

How did O=S1(=O)CCN2C(=N1)Sc1c2ccc2c1CCCC2 do in these assays?
SR-BI HDL uptake: 18; CDK5 inh: -0.1; RTF Ca sens act: 2; Rtt109 HAT inh: 2; MITF act: -1; HTR5A ag: 1; PvdQ inh: -8; dFosB act: -6; SR-BI uptake up: -18; Wnt act: -10

Results for COc1ccc(/C=C/C(=O)N(CC(C)C)C2CCS(=O)(=O)C2)cc1 (stereo not drawn) ?
SR-BI HDL uptake: 8; CDK5 inh: -0.4; RTF Ca sens act: -2; Rtt109 HAT inh: -1; MITF act: 2; HTR5A ag: 1; PvdQ inh: -11; dFosB act: -9; SR-BI uptake up: -8; Wnt act: 0

What do the screens show for `O=C(NNC(=O)c1ccc2ncccc2c1)c1ccc(Cl)cc1`?
SR-BI HDL uptake: 0; CDK5 inh: 0.3; RTF Ca sens act: 5; Rtt109 HAT inh: 4; MITF act: -1; HTR5A ag: -3; PvdQ inh: -9; dFosB act: -5; SR-BI uptake up: 0; Wnt act: -1

How did CC[C@]12C(=O)N(C)C[C@H]([C@@H]3C(=O)N(Cc4ccccc4)C(=O)[C@@H]31)N2C(=O)c1ccccc1 do in these assays?
SR-BI HDL uptake: -3; CDK5 inh: -1.7; RTF Ca sens act: -11; Rtt109 HAT inh: -4; MITF act: 1; HTR5A ag: 4; PvdQ inh: -7; dFosB act: 5; SR-BI uptake up: 3; Wnt act: 1

How did CN(C)S(=O)(=O)c1cc(NC(=O)CN2CCc3ccccc32)ccc1Cl do in these assays?
SR-BI HDL uptake: 7; CDK5 inh: 0.5; RTF Ca sens act: 10; Rtt109 HAT inh: -17; MITF act: -3; HTR5A ag: -1; PvdQ inh: -14; dFosB act: 7; SR-BI uptake up: -7; Wnt act: -2

Results for COc1ccc2sc(-c3ccc(S(C)(=O)=O)cc3)c(C#Cc3cncn3C)c2c1 ?
SR-BI HDL uptake: 14; CDK5 inh: -0.3; RTF Ca sens act: 2; Rtt109 HAT inh: 5; MITF act: -28; HTR5A ag: 2; PvdQ inh: 10; dFosB act: 2; SR-BI uptake up: -14; Wnt act: -3

What do the screens show for `CN(C)c1ccc(/C=N/NC(=O)c2ccnn2C)cc1`?
SR-BI HDL uptake: -14; CDK5 inh: 4.6; RTF Ca sens act: 3; Rtt109 HAT inh: 1; MITF act: 50; HTR5A ag: 1; PvdQ inh: -2; dFosB act: 2; SR-BI uptake up: 14; Wnt act: 14

What do the screens show for `O=C1NC(=S)N/C1=C/c1ccc2c(c1)OCO2`?
SR-BI HDL uptake: -9; CDK5 inh: 1.0; RTF Ca sens act: 7; MITF act: -57; HTR5A ag: -3; PvdQ inh: -7; dFosB act: -13; SR-BI uptake up: 9; Wnt act: 1

What do the screens show for `CCCNS(=O)(=O)c1cc2c3c(c1)CCN3C(=O)CC2`?
SR-BI HDL uptake: -4; RTF Ca sens act: 3; Rtt109 HAT inh: 7; MITF act: -9; HTR5A ag: 1; PvdQ inh: -11; dFosB act: -2; SR-BI uptake up: 4; Wnt act: 0

What do the screens show for `O=S(=O)(NCc1ccco1)c1cccc(S(=O)(=O)N2CCOCC2)c1`?
SR-BI HDL uptake: -4; CDK5 inh: -1.1; RTF Ca sens act: 12; Rtt109 HAT inh: -6; MITF act: -3; HTR5A ag: 3; PvdQ inh: -4; dFosB act: -2; SR-BI uptake up: 4; Wnt act: -5

How did Cn1c(=O)c2[nH]c(N=NN3CCCCC3)nc2n(C)c1=O do in these assays?
SR-BI HDL uptake: -17; CDK5 inh: 0.0; RTF Ca sens act: -6; Rtt109 HAT inh: -1; MITF act: 9; HTR5A ag: -4; PvdQ inh: -8; dFosB act: 6; SR-BI uptake up: 17; Wnt act: -3

What do the screens show for `CC(C)NC(=O)NC(=O)COc1cccc2c1OC(C)(C)C2`?
SR-BI HDL uptake: 29; CDK5 inh: 0.8; RTF Ca sens act: -1; Rtt109 HAT inh: 3; MITF act: 15; HTR5A ag: 2; PvdQ inh: -29; dFosB act: -9; SR-BI uptake up: -29

Results for Cc1sc(NC(=O)c2ccccc2)c(C(=O)NCCN(C)C)c1C ?
SR-BI HDL uptake: -19; CDK5 inh: 0.6; RTF Ca sens act: -2; Rtt109 HAT inh: 34; MITF act: 1; HTR5A ag: -2; PvdQ inh: 8; dFosB act: 2; SR-BI uptake up: 19

Results for N#CC1=C(N)Oc2cc3c(cc2C1c1ccc(Cl)cc1)OCO3 (stereo not drawn) ?
SR-BI HDL uptake: 12; CDK5 inh: 1.2; RTF Ca sens act: -2; MITF act: -11; HTR5A ag: 0; PvdQ inh: -7; dFosB act: 0; SR-BI uptake up: -12; Wnt act: -3

Results for Cc1cccc(Nc2ncnc3nc[nH]c23)c1 ?
SR-BI HDL uptake: -15; CDK5 inh: 3.7; RTF Ca sens act: -1; Rtt109 HAT inh: -3; MITF act: 54; HTR5A ag: 3; PvdQ inh: -35; dFosB act: -2; SR-BI uptake up: 15; Wnt act: -4

Two records drawn at random from the list so far, as already listed:
What do the screens show for `CN(C)c1ccc(/C=N/NC(=O)c2ccnn2C)cc1`?
SR-BI HDL uptake: -14; CDK5 inh: 4.6; RTF Ca sens act: 3; Rtt109 HAT inh: 1; MITF act: 50; HTR5A ag: 1; PvdQ inh: -2; dFosB act: 2; SR-BI uptake up: 14; Wnt act: 14

Results for Cc1sc(NC(=O)c2ccccc2)c(C(=O)NCCN(C)C)c1C ?
SR-BI HDL uptake: -19; CDK5 inh: 0.6; RTF Ca sens act: -2; Rtt109 HAT inh: 34; MITF act: 1; HTR5A ag: -2; PvdQ inh: 8; dFosB act: 2; SR-BI uptake up: 19

New compounds follow:
Results for COc1cccc(/C=N\Nc2nncc(-c3ccccc3)n2)c1 ?
SR-BI HDL uptake: -5; CDK5 inh: 0.6; RTF Ca sens act: 3; Rtt109 HAT inh: 0; MITF act: 27; HTR5A ag: -1; PvdQ inh: -8; dFosB act: -7; SR-BI uptake up: 5

Results for CN(C)CCNC(=O)C(=O)c1c(-c2ccccc2)cc2ccccn12 ?
SR-BI HDL uptake: -31; CDK5 inh: 0.9; RTF Ca sens act: 0; Rtt109 HAT inh: 6; MITF act: -3; HTR5A ag: 6; PvdQ inh: -5; dFosB act: -3; SR-BI uptake up: 31; Wnt act: -1

What do the screens show for `Cc1ccc2nc3c(cc2c1)c(NC(=O)c1ccccn1)nn3CC(C)C`?
SR-BI HDL uptake: 20; CDK5 inh: -0.1; RTF Ca sens act: 1; Rtt109 HAT inh: -1; HTR5A ag: -1; PvdQ inh: 0; dFosB act: 8; SR-BI uptake up: -20

How did COc1ccccc1Nc1nc(C)c(C(=O)Nc2ccccc2)s1 do in these assays?
SR-BI HDL uptake: 59; CDK5 inh: -1.6; RTF Ca sens act: 0; Rtt109 HAT inh: 13; MITF act: 20; HTR5A ag: 3; PvdQ inh: -3; dFosB act: -7; SR-BI uptake up: -59; Wnt act: 6

Results for O=C(COc1cccc(C(F)(F)F)c1)NCCCN1CCCC1=O ?
SR-BI HDL uptake: -18; CDK5 inh: -2.1; RTF Ca sens act: 7; Rtt109 HAT inh: 4; MITF act: -17; HTR5A ag: 4; PvdQ inh: 4; dFosB act: -6; SR-BI uptake up: 18

How did Cc1cc(C(=O)COc2cccc([N+](=O)[O-])c2)c(C)n1C1CC1 do in these assays?
SR-BI HDL uptake: 42; CDK5 inh: 0.1; RTF Ca sens act: -5; Rtt109 HAT inh: -4; MITF act: 105*; HTR5A ag: 1; PvdQ inh: 6; dFosB act: 2; SR-BI uptake up: -42; Wnt act: -2

Results for O=C(Nc1ccccc1)/C(=C/c1ccc([N+](=O)[O-])cc1)NC(=O)c1ccco1 ?
SR-BI HDL uptake: 1; CDK5 inh: -2.9; RTF Ca sens act: -7; Rtt109 HAT inh: -12; MITF act: 10; HTR5A ag: 1; PvdQ inh: -21; dFosB act: -4; SR-BI uptake up: -1; Wnt act: -4

What do the screens show for `CCOC(=O)C(CC)n1cnc2sc3c(c2c1=O)CCC3` (stereo not drawn)?
SR-BI HDL uptake: 0; CDK5 inh: -1.3; RTF Ca sens act: 3; Rtt109 HAT inh: 6; MITF act: 6; HTR5A ag: -3; PvdQ inh: -13; dFosB act: 1; SR-BI uptake up: 0

Results for CC(CCc1ccccc1)NC(=O)Cc1ccc([N+](=O)[O-])cc1 (stereo not drawn) ?
SR-BI HDL uptake: -17; CDK5 inh: 1.6; RTF Ca sens act: -6; Rtt109 HAT inh: -3; MITF act: -7; HTR5A ag: 2; PvdQ inh: 2; dFosB act: -5; SR-BI uptake up: 17; Wnt act: -2

How did c1ccc(-c2nc(-n3nc4ccccc4n3)nc3ccccc23)cc1 do in these assays?
SR-BI HDL uptake: 44; CDK5 inh: -1.2; RTF Ca sens act: -1; Rtt109 HAT inh: 3; MITF act: 2; HTR5A ag: 0; PvdQ inh: 2; dFosB act: -29; SR-BI uptake up: -44

How did Cc1ccc(NC(=O)c2ccc(CNS(=O)(=O)c3cccc(C(F)(F)F)c3)cc2)cc1 do in these assays?
SR-BI HDL uptake: 33; CDK5 inh: -1.4; RTF Ca sens act: -2; Rtt109 HAT inh: -2; MITF act: 20; HTR5A ag: -2; PvdQ inh: -11; dFosB act: -12; SR-BI uptake up: -33

What do the screens show for `Cc1nc(C(=O)N2CCOCC2)sc1C1(C)CC(c2ccccc2)=NO1` (stereo not drawn)?
SR-BI HDL uptake: -12; CDK5 inh: 1.0; RTF Ca sens act: -3; Rtt109 HAT inh: 8; MITF act: -3; HTR5A ag: 7; PvdQ inh: -4; dFosB act: 9; SR-BI uptake up: 12; Wnt act: 1
